# Screening results (PubChem)
# EBV LMP1 NFkB = reduces LMP1-driven NF-kappaB luciferase signal; LMP1-induced NF-kappaB luciferase reporter cells, luminescence; inhibition, % at 12.5 µM; 350,000 tested, 0.69% active; AID 504558; in the data active means inhibition above about 41%; inconclusive means no clear call, values can overlap the other calls;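 further: 0% = neutral control wells and 100% = reference inhibitor control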
# NR2F2 inh = NR2F2 (human) inhibition, primary screen; inhibition, % at 8.6 µM; 370,000 tested, 0.7% active; P24468; HEK293T NGFI-A luciferase reporter, luminescence;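 active means inhibition above a per-plate cutoff, mean inhibition of test wells between control levels plus 3 SD, cut at about 38% in these data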;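 further: cells cotransfected with COUP-TFII expression vector driving the NGFI-A reporter; 0% = median of COUP-TF2 test wells and 100% = reporter-only cells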
# NOD2-RIPK2 inh = NOD2-RIPK2 protein interaction inhibition | O43353 | CHO BLA complementation NOD2-RIPK2, CCF4 ratio | inhibition, % at 4.98 µM | 360,000 tested, 0.38% active | AID 624267; in the data active means inhibition above about 21%;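 further: 0% = vehicle only and 100% = reference blocker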
# TRAIL sens C8 = caspase-8 TRAIL sensitization | NB7+C8 cells + TRAIL, ATPlite viability luminescence | inhibition (viability loss, TRAIL sensitization), % at 10 µM | 360,000 tested, 1% active | AID 624354;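 active means compounds causing at least 50% loss of cell viability in the single-dose screen, relative to plate controls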
# NCOA1 inh = human NCOA1 inhibition. Q15788. HEK293 GAL4-SRC1 luciferase reporter, luminescence. inhibition, % at 3.6 µM. 360,000 tested, 0.12% active;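 active means inhibition above the campaign mean plus 3 SD, with each screening campaign given its own cutoff, cut at about 60% in these data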;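 further: 0% = DMSO treated cells and 100% = gossypol at 36 µM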
# TROY NFkB inh = blocks TROY-dependent signaling in reporter cells | Q293 LMP1-TROYcd NF-kB luciferase reporter, 4 h | inhibition, % at 10 µM | 360,000 tested, 0.98% active | AID 1347056;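 active means compounds whose plate-normalised and pattern-corrected inhibition of the luciferase reporter signal at the single screening dose is 50% or more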
# Vif inh = HIV Vif inhibition. inhibition, % at 7.49 µM. AID 602346. HEK293T cells, Vif self-association by quenched fluorescence, imaging, 24 h. 340,000 tested, 0.35% active; in the data active means inhibition above about 50%, passing the limit was not always enough; inconclusive means no clear call, values can overlap the other calls; inactive means below about 31%; further: some results filed as inactive read as strong as hits
# TLR9-MyD88 inh = blocks human TLR9 binding to MyD88; CHO BLA complementation TLR9-MyD88, CCF4 FRET ratio; inhibition, % at 4.98 µM; 340,000 tested, 0.21% active; AID 504734;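 active means inhibition above the mean over all tested compounds plus 3 SD, cut at about 21% in these data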;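 further: 0% = DMSO only wells and 100% = clavulanate BLA inhibitor control wells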
# NR5A2 inv ag = suppresses constitutive activity of human LRH-1; O00482; inhibition, % at 3.6 µM; HEK293T StAR-luciferase reporter, LRH-1 transfected, 24 h; 360,000 tested, 0.13% active;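 active means inhibition above the mean inhibition of all tested compounds plus 3 SD, cut at about 73% in these data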;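 further: 0% = DMSO wells and 100% = reporter-only cells lacking LRH-1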
# NCOA3 inh = inhibitors of human steroid receptor coactivator 3 (SRC3). 360,000 tested, 0.17% active. inhibition, % at 3.6 µM. AID 588352. HEK293 GAL4-SRC3 luciferase reporter, luminescence. Q9Y6Q9;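 active means inhibition above a per-campaign cutoff, the mean of all compounds plus 3 SD, cut at about 60% in these data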;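 further: 0% = DMSO-treated cells and 100% = gossypol-treated cells at 36 µM; higher means less SRC3-driven luciferase light from the GAL4 reporter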
# Target sequence (Q9Y6Q9 whole entry, looked up, the tested form may be a part): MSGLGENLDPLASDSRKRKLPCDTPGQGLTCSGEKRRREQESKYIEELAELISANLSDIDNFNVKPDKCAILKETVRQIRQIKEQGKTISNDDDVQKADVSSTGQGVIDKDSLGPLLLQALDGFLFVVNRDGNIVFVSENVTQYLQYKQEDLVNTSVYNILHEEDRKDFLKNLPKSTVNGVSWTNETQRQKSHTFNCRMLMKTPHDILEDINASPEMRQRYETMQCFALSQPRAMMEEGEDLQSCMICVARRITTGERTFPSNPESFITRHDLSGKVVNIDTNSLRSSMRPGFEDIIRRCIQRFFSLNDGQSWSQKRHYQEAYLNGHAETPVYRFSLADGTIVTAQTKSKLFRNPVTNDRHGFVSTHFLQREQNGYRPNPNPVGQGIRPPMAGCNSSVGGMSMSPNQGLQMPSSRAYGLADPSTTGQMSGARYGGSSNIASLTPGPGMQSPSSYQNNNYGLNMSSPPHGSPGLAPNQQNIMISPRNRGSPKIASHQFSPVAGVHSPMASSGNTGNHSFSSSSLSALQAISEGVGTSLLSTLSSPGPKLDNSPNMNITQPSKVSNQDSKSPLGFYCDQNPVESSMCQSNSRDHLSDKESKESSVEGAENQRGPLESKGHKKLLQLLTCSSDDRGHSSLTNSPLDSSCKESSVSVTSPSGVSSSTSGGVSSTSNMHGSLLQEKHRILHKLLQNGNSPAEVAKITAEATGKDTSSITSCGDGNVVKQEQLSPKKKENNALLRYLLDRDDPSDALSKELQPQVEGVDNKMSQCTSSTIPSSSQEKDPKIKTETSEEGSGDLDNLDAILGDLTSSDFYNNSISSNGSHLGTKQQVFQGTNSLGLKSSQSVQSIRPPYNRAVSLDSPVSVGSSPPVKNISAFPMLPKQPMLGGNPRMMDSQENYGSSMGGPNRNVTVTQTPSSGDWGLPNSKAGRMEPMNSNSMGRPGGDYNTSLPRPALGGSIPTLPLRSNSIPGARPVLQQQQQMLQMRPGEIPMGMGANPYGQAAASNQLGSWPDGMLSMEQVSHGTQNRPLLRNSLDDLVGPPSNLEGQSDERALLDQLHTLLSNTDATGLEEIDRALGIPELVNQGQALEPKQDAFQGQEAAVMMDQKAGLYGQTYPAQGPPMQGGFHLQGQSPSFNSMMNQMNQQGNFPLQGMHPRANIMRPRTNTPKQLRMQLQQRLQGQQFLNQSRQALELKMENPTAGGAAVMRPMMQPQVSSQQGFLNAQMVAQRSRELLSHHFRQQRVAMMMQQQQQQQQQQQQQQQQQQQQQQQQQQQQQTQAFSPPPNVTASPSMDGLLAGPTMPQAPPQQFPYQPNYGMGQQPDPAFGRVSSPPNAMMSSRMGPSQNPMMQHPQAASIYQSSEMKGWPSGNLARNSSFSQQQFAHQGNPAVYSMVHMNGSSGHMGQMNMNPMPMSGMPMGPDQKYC
# SRC2 inh = inhibits human steroid receptor coactivator 2; Q15596; HEK293 GAL4-SRC2 luciferase reporter, luminescence; inhibition, % at 9 µM; 370,000 tested, 0.17% active; AID 651957;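 active means inhibition above the mean inhibition of all tested compounds plus 3 SD, set per campaign, cut at about 52% in these data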;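 further: 0% = DMSO treated cells and 100% = cells given Gossypol at 36 µM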
# * hit, by the source's call; u = inconclusive; x = no result given. Some of the compounds tested; count on the stated rates, not on these rows.
SMILES,EBV LMP1 NFkB,NR2F2 inh,NOD2-RIPK2 inh,TRAIL sens C8,NCOA1 inh,TROY NFkB inh,Vif inh,TLR9-MyD88 inh,NR5A2 inv ag,NCOA3 inh,SRC2 inh
COc1ccc(C(=O)Nc2nnc(S(=O)(=O)N3CCC(C)CC3)s2)cc1OC,6,7,4,10,-1,-6,1,-1,8,7,19
Cc1cc(=O)n2nc(N3CCC(C(=O)NCc4ccccc4)CC3)sc2n1,3,6,11,-9,3,24,u,-10,4,-17,-5
Cc1c(C(=O)NCCCN2CCOCC2)sc2ncnc(N3CCN(c4ccccc4)CC3)c12,-1,10,-1,13,-18,-25,-7,0,3,10,-4
COc1ccc(CNC(=O)COC(=O)CCC(=O)c2cccs2)cc1,-6,-11,-18,-3,2,-18,-7,-3,11,7,9
CC(Oc1cccc(Cl)c1)C(=O)Nc1ccc(S(=O)(=O)NC2=NCCCCC2)cc1 (stereo unspecified),6,0,4,-2,-13,-7,7,-10,8,7,15
CCOc1cc2c(cc1O)C(=NOC)CC1C2CCC2(C)C(O)CCC12 (stereo unspecified),12,-69,11,25,-9,-29,27,-10,15,-2,-6
CCOC(=O)Cc1c(C)nc2c(-c3cccc(Br)c3)cnn2c1C,5,8,-6,7,-7,-24,1,5,-8,10,-44
O=C(NNC(=O)c1ccccc1F)c1ccc(-c2ccccc2Cl)o1,0,-17,-2,-4,-13,-47,-1,0,-22,-6,-20
CCCc1nc2c(o1)CC(CC(C)SCC)CC2=O (stereo unspecified),0,6,-13,12,-14,1,1,-6,-19,-3,-25
COc1ccc(N(CC(=O)N2CCN(Cc3ccc4c(c3)OCO4)CC2)S(C)(=O)=O)cc1OC,-7,10,-14,1,-6,13,20,-1,12,-4,5
CC(C)(C)c1ccc(NC(=S)NCc2cccnc2)cc1,10,1,6,-13,9,34,10,-8,14,4,0
O=C(CN1CCN(c2ccccc2F)CC1)NC(=O)NCc1ccco1,-2,-4,-12,-7,-7,13,2,-1,6,3,-25
O=C(CSc1nc2ccccc2n1CCc1ccccc1)NC1CCS(=O)(=O)C1 (stereo unspecified),1,-9,0,-2,-2,-28,-5,-4,-4,-17,-3
CCN(CCNC(=O)C1CCN(Cc2nc(-c3cccc(Cl)c3)oc2C)CC1)c1ccccc1,-14,7,9,6,-12,27,-9,4,-2,3,3
CCC(C(=O)Nc1cccnc1Cl)c1ccccc1 (stereo unspecified),-6,10,-7,4,-13,10,3,-4,-11,0,-10
O=S(=O)(NCc1ccccc1)NCc1ccc(Cl)cc1Cl,1,-3,-12,0,-7,-18,x,0,-4,-7,-42
O=C(COC(=O)CCS(=O)(=O)c1ccc(Cl)cc1)NC1CCCCC1,9,-12,-11,3,-4,-10,7,5,6,16,-11
Cn1cnnc1SCC(=O)N1N=C(c2ccc(Cl)cc2)CC1c1ccco1 (stereo unspecified),-5,5,-9,0,12,-26,-2,-8,-4,11,-5
COc1ccccc1NC(=O)Nc1nc(CC(=O)N2CCN(c3ccc(F)cc3)CC2)cs1,-2,12,2,16,-51,40,-3,-1,-15,19,24
NC(=O)c1c(NC(=O)c2ccccc2)sc2c1CCC2,-36,-61,4,14,-109,-41,-6,1,-111,-90,-101
O=C(Cc1ccccc1)NCc1cccnc1,-8,6,0,-3,-20,21,-3,-5,2,-9,17
N#CCC(=O)N/N=C/c1cn(Cc2cccc3ccccc23)c2ccccc12,22,-4,9,20,-5,32,7,7,-15,3,-9
Cc1cc(O)cc(=O)n1C,3,9,-1,-5,-8,-13,2,-2,-21,10,-8
O=C(NCC1CCCO1)C1CC(c2ccccc2Cl)=NO1 (stereo unspecified),2,-1,-5,-6,-22,4,7,-8,-36,-10,-23
C=CCn1c2ccccc2c(=O)c2cc(C#Cc3cc(OC)cc(OC)c3)ccc21,-17,-12,1,0,7,-19,0,-41,-10,-6,-12

# Exported tab-delimited: part of the list above
SMILES	EBV LMP1 NFkB	NR2F2 inh	NOD2-RIPK2 inh	TRAIL sens C8	NCOA1 inh	TROY NFkB inh	Vif inh	TLR9-MyD88 inh	NR5A2 inv ag	NCOA3 inh	SRC2 inh
COc1ccc(C(=O)Nc2nnc(S(=O)(=O)N3CCC(C)CC3)s2)cc1OC	6	7	4	10	-1	-6	1	-1	8	7	19
Cc1cc(=O)n2nc(N3CCC(C(=O)NCc4ccccc4)CC3)sc2n1	3	6	11	-9	3	24	u	-10	4	-17	-5
Cc1c(C(=O)NCCCN2CCOCC2)sc2ncnc(N3CCN(c4ccccc4)CC3)c12	-1	10	-1	13	-18	-25	-7	0	3	10	-4
COc1ccc(CNC(=O)COC(=O)CCC(=O)c2cccs2)cc1	-6	-11	-18	-3	2	-18	-7	-3	11	7	9
CC(Oc1cccc(Cl)c1)C(=O)Nc1ccc(S(=O)(=O)NC2=NCCCCC2)cc1 (stereo unspecified)	6	0	4	-2	-13	-7	7	-10	8	7	15
CCOc1cc2c(cc1O)C(=NOC)CC1C2CCC2(C)C(O)CCC12 (stereo unspecified)	12	-69	11	25	-9	-29	27	-10	15	-2	-6
CCOC(=O)Cc1c(C)nc2c(-c3cccc(Br)c3)cnn2c1C	5	8	-6	7	-7	-24	1	5	-8	10	-44
O=C(NNC(=O)c1ccccc1F)c1ccc(-c2ccccc2Cl)o1	0	-17	-2	-4	-13	-47	-1	0	-22	-6	-20
CCCc1nc2c(o1)CC(CC(C)SCC)CC2=O (stereo unspecified)	0	6	-13	12	-14	1	1	-6	-19	-3	-25
COc1ccc(N(CC(=O)N2CCN(Cc3ccc4c(c3)OCO4)CC2)S(C)(=O)=O)cc1OC	-7	10	-14	1	-6	13	20	-1	12	-4	5
CC(C)(C)c1ccc(NC(=S)NCc2cccnc2)cc1	10	1	6	-13	9	34	10	-8	14	4	0
O=C(CN1CCN(c2ccccc2F)CC1)NC(=O)NCc1ccco1	-2	-4	-12	-7	-7	13	2	-1	6	3	-25

# Later entries:
SMILES,EBV LMP1 NFkB,NR2F2 inh,NOD2-RIPK2 inh,TRAIL sens C8,NCOA1 inh,TROY NFkB inh,Vif inh,TLR9-MyD88 inh,NR5A2 inv ag,NCOA3 inh,SRC2 inh
CCOC(=O)c1c(-c2ccccc2)cn2ccccc12,4,3,0,-4,10,6,5,1,9,15,-15
COc1ccc(CNCCCNCc2ccc(OC)c(OC)c2)cc1OC,-1,4,-6,1,0,0,1,-2,11,-4,-23
O=S1(=O)N[C@@H](Cc2ccccc2)COc2cccc(N3CCSCC3)c21,x,-16,-4,-12,x,23,x,x,1,x,15
COc1ccc(CCNC(=O)CN2C(=O)NC(CCSC)C2=O)cc1 (stereo unspecified),-2,-11,-7,-5,-4,16,-3,-5,-15,-2,-19
CN(c1ccc(C(=O)Nc2ccc3c(c2)n(C)c(=O)n3C)cc1)S(C)(=O)=O,-3,-3,4,5,1,-18,29,-2,14,-10,-16
CC(C)(C)n1ncc2c(=O)n(Cc3c(Cl)cccc3Br)cnc21,1,10,-4,18,-3,29,-14,-8,4,8,-8
O=C(Nc1nc(NC(=O)c2ccco2)n(-c2ccccc2)n1)c1ccccc1,23,-4,-4,1,12,16,x,4,29,6,-20
CN(C)CCN(C(=O)c1ccc2ccccc2c1)c1nc2ccc(F)cc2s1,0,x,-7,5,-1,-41,-5,-2,4,-9,x
COc1ccc2c(COC(=O)c3cccc(S(=O)(=O)NCC(C)C)c3)cc(=O)oc2c1,1,-4,1,-10,3,41,-10,2,-1,-2,-2
COc1cc(C(=S)N2CCN(C)CC2)ccc1OCC(=O)NCc1ccccc1,-8,19,-2,31,-19,-23,-8,x,1,12,7
C=CCn1c(=O)c2ccccc2n2c(SCC(=O)N(C)C)nnc12,4,-19,3,-18,11,-13,2,5,9,1,-4
N/C(=N\c1nc2ccccc2o1)NC(=O)c1ccc(F)cc1,-40,-10,6,32,-26,-80,0,8,-28,-36,-30
COc1ccc(C(=O)NC(=S)NNC(=O)c2ccc(NC(C)=O)cc2)cc1Br,12,0,6,4,7,17,8,0,5,10,7
CCOC(=O)Cc1nnc(NC(=O)CC)s1,2,10,-2,-5,-10,4,6,-5,0,9,-27
CC1(C)CC(NCCC(c2ccccc2)c2ccco2)CCO1 (stereo unspecified),-3,-9,-6,2,3,-10,4,-2,8,-3,6
Cc1cccc(Cn2cnc3c(nnn3Cc3ccccc3F)c2=O)c1,4,-5,0,-8,-21,16,-4,-6,-11,-11,-11
CCc1cccc(OCC(=O)Nc2cc(Cl)ccc2-n2cncn2)c1,-4,1,-3,1,-6,-21,4,-3,-2,6,7
CCCCN(C(=O)c1cnc(C)cn1)c1c(N)n(CCC)c(=O)[nH]c1=O,4,16,-12,14,2,5,u,-4,7,23,7
CCOC(=O)C1=C(c2ccccc2)O/C(=C(/C(=O)OC)C(F)(F)F)S1,21,2,-4,-20,-3,-4,16,4,-4,13,-10
CC(=O)NCCC(=O)NCC1(N(C)Cc2ccccc2)Cc2ccccc2C1,-9,-15,-8,3,10,-14,-4,-4,9,8,6
Cc1cccc(-c2nc(C#N)c(N3CCC(C)CC3)o2)c1,2,2,-1,5,3,21,4,7,-9,-9,-28
CN(C(=O)CN1C(=O)NC(C)(CCc2ccccc2)C1=O)c1ccccc1 (stereo unspecified),-8,-17,-6,0,-18,-2,-1,11,11,19,-10
CCOc1ccccc1C(=O)NCC(=O)OCC(=O)N1CCCC1,-5,-5,7,-3,-23,8,30,7,-21,-21,2
Cc1ccc(NC(=O)COC(=O)CCc2ccccc2)c(Cl)c1,-4,2,2,12,-2,-24,9,-10,-3,4,0
O=C(COc1ccccc1)OCC(=O)N1CCCc2ccccc21,2,6,-8,-18,-6,60*,-8,2,-10,9,-16
COc1ccc(S(=O)(=O)N2CCNC(=O)C2)cc1Br,-6,2,6,2,-22,2,1,22*,7,-12,5
CC(C)(C)c1ccc(C(=O)N/N=C/c2ccccn2)cc1,8,-25,3,24,-5,-55,-3,-19,6,-12,-26
CC(Sc1nnc(-c2ccccc2F)n1C1CC1)C(N)=O (stereo unspecified),-3,16,-12,4,-4,-2,1,-4,-13,3,-4
COc1ccc(-c2ccc(CN3C(CC(C)C)C(=O)N(Cc4cn(Cc5ccco5)nn4)CCS3(=O)=O)cc2)cc1 (stereo unspecified),16,14,-1,19,-7,-5,-1,-7,-16,22,-13
Cc1ccc(NC(=O)C=NOCC(=O)Nc2cc(C)cc(C)c2)cc1,-5,5,-1,5,-21,-17,-2,-3,4,3,-2
